# Compound activity (PubChem BioAssay)
# Arrestin-AP2 inh: inhibitors of human beta-arrestin and AP2 interaction; FITC-arrestin peptide / GST-AP2 beads, flow cytometry; AP2 beta2 appendage carries R879A mutation; inhibition, % at 10 µM; 0.31% of 340,000 active; AID 504490;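 active = inhibition above a set limit, near 3 SD of compounds lacking own fluorescence, cut at about 54% in these data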;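 also: plate controls were DMSO wells for no effect and 5 µM unlabelled arrestin peptide for full effect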
#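 Material – GST-tagged AP2 beta2-adaptin appendage (R879A) on 4 µm glutathione beads · Probe or stimulus – fluorescein-tagged arrestin peptide at 50 nM final · Timing – 12 min plus 1 h, RT · Detection – bead flow cytometry, FITC channel · Read-out basis – inhibition as reduced fluorescein signal on beads, percent · Medium – PBS plus Tween 20 (0.05%) and BSA (0.1%)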
# C-LANA FP: inhibitors of KSHV LANA C-terminal domain DNA binding. MBP-C-LANA/FAM-LBS DNA binding, fluorescence polarization. inhibition, % at 9 µM. 0.078% of 340,000 active;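 active = highest replicate inhibition at or above 60% at 9 µM, even if other replicates fall short; inactive = all replicates below 60% inhibition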;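 also: 0% = neutral control wells and 100% = 4 µM acridine orange control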
# PvdQ inh: blocks Pseudomonas aeruginosa PvdQ acylase activity; purified PvdQ acylase, fluorescence plate reader; inhibition, % at 10 µM; 0.063% of 340,000 active; AID 488965; in the data active = inhibition above about 30%, passing the limit was not always enough;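 also: 0% = vehicle neutral wells and 100% = reference inhibitor wells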
# DAGLB inhibitor: diacylglycerol lipase beta (human) inhibition | AID 504411 | 0.059% of 340,000 active | Q8NCG7 | inhibition, % at 5.17 µM | HEK293T DAGLB membrane lysate, EnzChek fluorogenic substrate; in the data active = inhibition above about 34%;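 also: 0% = enzyme with vehicle and 100% = wells lacking enzyme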
# Target sequence (Q8NCG7 whole entry, looked up): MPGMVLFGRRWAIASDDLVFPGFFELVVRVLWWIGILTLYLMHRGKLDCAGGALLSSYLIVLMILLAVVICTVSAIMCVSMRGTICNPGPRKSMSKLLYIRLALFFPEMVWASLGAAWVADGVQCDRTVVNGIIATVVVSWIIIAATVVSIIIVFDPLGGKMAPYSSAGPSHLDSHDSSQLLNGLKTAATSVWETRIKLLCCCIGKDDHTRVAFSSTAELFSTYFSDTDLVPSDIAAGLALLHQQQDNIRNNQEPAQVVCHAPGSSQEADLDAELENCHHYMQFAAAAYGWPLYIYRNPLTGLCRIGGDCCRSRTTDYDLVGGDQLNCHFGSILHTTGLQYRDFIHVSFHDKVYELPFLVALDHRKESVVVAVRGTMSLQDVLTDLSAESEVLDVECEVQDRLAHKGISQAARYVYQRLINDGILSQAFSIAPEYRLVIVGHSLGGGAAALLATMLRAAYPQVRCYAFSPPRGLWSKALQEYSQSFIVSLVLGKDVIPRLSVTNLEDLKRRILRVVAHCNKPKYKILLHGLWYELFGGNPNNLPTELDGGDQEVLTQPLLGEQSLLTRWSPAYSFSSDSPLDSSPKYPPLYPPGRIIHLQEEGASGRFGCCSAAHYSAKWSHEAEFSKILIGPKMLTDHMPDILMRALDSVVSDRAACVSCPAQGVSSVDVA
# PKA-R2B activ: activators of human PKA-R2B complex | 0.079% of 340,000 active | PKA-R2B holoenzyme dissociation, Cy5-IP20 fluorescence polarization; R2B truncated from residue 108, S112A mutant; 0% DMSO only, 100% 113 µM cGMP | P22694+P31323 | AID 504700 | activation, % at 11.4 µM;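 active = activation above a cutoff set at the mean over all compounds plus 3 SD, cut at about 18% in these data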;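 also: higher means more holoenzyme dissociation and a rise in polarization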
# Target sequence (P31323 whole entry, looked up, other chains not shown, the tested form may be a part): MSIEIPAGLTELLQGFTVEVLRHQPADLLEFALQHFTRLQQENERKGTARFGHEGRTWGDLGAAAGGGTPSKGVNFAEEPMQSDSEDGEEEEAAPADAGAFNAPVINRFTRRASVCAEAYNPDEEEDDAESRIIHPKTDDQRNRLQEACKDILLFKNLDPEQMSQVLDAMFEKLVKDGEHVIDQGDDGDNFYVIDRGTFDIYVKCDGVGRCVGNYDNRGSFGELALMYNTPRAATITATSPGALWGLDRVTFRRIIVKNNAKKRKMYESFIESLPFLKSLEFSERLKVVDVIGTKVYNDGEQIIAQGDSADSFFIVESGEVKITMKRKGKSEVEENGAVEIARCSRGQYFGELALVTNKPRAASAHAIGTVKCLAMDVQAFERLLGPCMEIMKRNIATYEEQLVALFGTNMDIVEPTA
# RTF Ca sens inh: cardiac RTF calcium desensitization; inhibition, % at 7.15 µM; 0.12% of 340,000 active; AID 493244; IANBD-labeled cardiac RTF, Ca2+ fluorescence; P19429+P45379;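 active = inhibition above the mean inhibition of all tested compounds plus 3 SD, cut at about 17% in these data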;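 also: assay run at fixed EC70 calcium of 1.6 mM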
# NSD2 HMT inh: inhibitors of human histone methyltransferase NSD2 | O96028 | NSD2 peptide methylation, AlphaScreen, 120 min | 0.54% of 310,000 active | inhibition, % at 12.5 µM; in the data active = inhibition above about 50%
# SR-BI HDL uptake: mouse SR-BI HDL lipid transfer inhibition. Q61009. ldlA[mSR-BI] CHO cells, DiI-HDL uptake fluorescence, 3 h. inhibition, % at 12.5 µM. 0.96% of 320,000 active. AID 488896;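 active = mean replicate inhibition of at least 70% and a set share of replicates each scoring 70 or more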;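 also: 0% = median of neutral control wells and 100% = median of positive control wells; values of inactives mirror those of a sister screen read the other way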
# SR-BI DiI-HDL act: activators of SR-BI mediated HDL lipid uptake. CHO ldlA[mSR-BI] cells, DiI-HDL uptake fluorescence, 3 h; 100 = double the neutral-control signal. activation, % at 12.5 µM. 0.096% of 320,000 active;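 active = mean replicate activation of at least 60% and every replicate at or above 60%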;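 also: 0% = median plate neutral-control signal and 100% = twice that signal; values of inactives mirror those of a sister screen read the other way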
#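 Assay system: LDL receptor-deficient CHO ldlA cells overexpressing murine SR-BI / Medium: BSA-supplemented, HEPES-buffered Ham's F12, pH 7.4 / Probe or stimulus: DiI-labelled HDL at 10 µg/mL final / Timing: compound with DiI-HDL co-incubation, 3 h at 37 °C / Technique: bottom-read cell fluorescence after medium removal, ex 550/em 595 nm / Measure: HDL uptake via cellular fluorescence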
# Keap1-Nrf2 PPI: Keap1-Nrf2 (human) interaction inhibition. Q14145. AID 504523. Keap1 Kelch-Nrf2 peptide fluorescence polarization, 1536-well. 0.15% of 340,000 active. inhibition, % at 9.4 µM; in the data active = inhibition above about 12%;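 also: human Keap1 Kelch domain with fluorescein labeled Nrf2 9mer peptide probe; 0% = neutral control wells and 100% = peptide positive control; higher means more block of Keap1 binding to Nrf2 peptide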
# * = called active by the depositor; . = no result given.
cpd	canonical_smiles	Arrestin-AP2 inh	C-LANA FP	PvdQ inh	DAGLB inhibitor	PKA-R2B activ	RTF Ca sens inh	NSD2 HMT inh	SR-BI HDL uptake	SR-BI DiI-HDL act	Keap1-Nrf2 PPI
1	COc1ccc(-c2nnn(Cc3ccccc3F)n2)cc1	5	1.0	2	-12	-2	5	-4	-13	13	4
2	COc1ccc(NC(=O)C/C(C)=N/NC(=O)C(=O)Nc2cccc(Cl)c2C)c(OC)c1	3	-0.1	-15	-1	-8	0	-6	-1	1	1
3	COc1ccc(OCc2cc(C(=O)NC(C)Cc3ccccn3)no2)c(Cl)c1 (centres undefined)	27	0.1	-10	-1	-2	-10	-3	16	-16	-1
4	CCCN1CCN(C(=O)c2ccc(F)c(S(=O)(=O)N3CCOCC3)c2)CC1	5	-0.1	-4	0	0	-8	3	-9	9	-5
5	N#CCc1ccc(NC(=O)Nc2cccc3ccccc23)cc1	6	-0.9	-2	-1	-7	4	3	.	.	-3
6	COc1ccc2c(c1)c1ncn(CCN3CCCCC3)c(=O)c1n2C	6	-5.8	-20	-3	-5	0	3	-20	20	0
7	C=C1c2ccccc2S(=O)(=O)N(Cc2ccccc2)C1COCc1ccccc1 (centres undefined)	3	-0.2	-6	-6	-4	-15	.	1	-1	-5
8	CCOC(=O)N/N=C(\C)c1ccc(Br)cc1	-20	0.4	-12	-2	-6	0	-1	-14	14	-1
9	CC(Oc1ccc(F)cc1)C(=O)Nc1cc(Cl)ccc1-n1cncn1 (centres undefined)	-1	0.2	11	-3	-12	-11	-2	7	-7	-1
10	O=C(Nc1ccc(F)cc1Cl)C1CCN(C(=O)Nc2ccccc2)CC1	-6	-0.9	-17	-1	-8	-2	-1	-15	15	-5
11	O=C(NN=C1CCCCC1)c1cc(-c2ccccc2)n[nH]1	13	5.1	-5	-3	6	-3	-2	-11	11	2
12	O=C(NC1CCN(S(=O)(=O)c2ccccc2)CC1)c1cccc(F)c1	-6	-1.1	-14	-2	6	-9	-2	-7	7	1
13	CCCN1Cc2cccc(C(=O)Nc3ccc(CC)cc3)c2C1=O	-1	0.4	-9	0	-9	-20	-3	-54	54	-5
14	Cc1ccc(NC2CCCN(C(=O)c3cccnc3)C2)cc1C (centres undefined)	7	0.8	-14	0	-8	1	-2	-12	12	-1
15	Cc1ccc(NC(=O)OCc2cncs2)cc1	-5	-0.3	-5	-5	-4	-1	0	2	-2	2
16	COc1cc2c(cc1OC)CN(C(=O)COc1ccccc1[N+](=O)[O-])CC2	8	-0.1	-8	3	8	-3	0	.	.	0
17	COc1ccc(Nc2nc3ccc(C)cc3n3cnnc23)cc1Cl	1	-1.2	-2	0	-14	-8	-2	61	-61	2
18	COc1cccc(NC(=O)C23CCC(C)(C(=O)O2)C3(C)C)c1 (centres undefined)	8	0.6	-7	3	-18	-5	2	-16	16	0
19	Cc1cc[n+](-c2[nH]c(=O)sc2/C=N/NC([S-])=Nc2ccccc2)cc1	3	48	7	-3	-2	-83	0	-32	32	32*
20	CCOc1ccc(N(CC(=O)N2CCOCC2)S(=O)(=O)c2ccc(Cl)cc2)cc1	14	2.1	-10	1	2	-2	0	.	.	-1
21	CC1C(=O)N2CCCc3cc(NC(=O)c4ccccc4F)cc1c32 (centres undefined)	-2	1.5	0	3	-11	-9	2	22	-22	-4
22	CCN(CC)Cc1c(O)ccc2c([N+](=O)[O-])c(C)n(-c3ccc(OC)cc3)c12	-2	-1.5	-8	0	-8	-7	-4	-2	2	1
23	COc1ccc(CC(=O)OCC(=O)Nc2ccc3c(c2)OCO3)cc1OC	4	-3.9	-9	0	11	-14	-2	-15	15	1
24	CCOC(=O)c1cnc2c(c(C)nn2CC)c1NCCN1CCOCC1	-10	0.1	-8	0	-5	-5	1	-1	1	-3
25	CCn1ncc(C2=NOC(C(=O)Nc3ccc4c(c3)OCO4)C2)c1C (centres undefined)	1	1.9	-13	0	-4	-4	4	31	-31	1
26	O=C(O)[C@@H]1[C@@H]2C[C@@H]2CN1c1ncccc1[N+](=O)[O-]	-6	1.1	-15	2	8	-4	-3	3	-3	0
27	C=CCn1c(SCC(N)=O)nnc1-c1cc(Br)ccc1O	4	-1.4	-15	2	4	-7	0	-18	18	-9
28	CCOC(=O)CCCn1nc(C)n2c(cc3sccc32)c1=O	5	-2.1	-7	-7	-4	7	-1	-2	2	-6
29	CCOCCn1ccc2c(OCC(=O)NCCc3ccc(OC)c(OC)c3)cccc2c1=O	-8	-0.9	-15	-2	-3	-10	-2	-34	34	0
30	COc1ccc2[nH]c3c(NCCN4CCCCC4)ncnc3c2c1	20	-2.0	6	1	3	-1	18	-28	28	1
31	CCN(CC)C(=O)c1ccc(-c2nnc(Nc3ccc(C(=O)N(C)C)cc3)c3ccccc23)cc1	5	0.0	-7	0	12	6	5	.	.	-1
32	CC(C)NC(=O)Nc1cccc2c1O[C@H](CN(C)S(C)(=O)=O)[C@@H](C)CN([C@H](C)CO)C2=O	-4	3.5	-2	-1	8	3	.	5	-5	2
33	COc1cc(S(=O)(=O)N(C)C)ccc1F	15	-0.2	5	-2	7	4	-2	-23	23	0
34	CSc1nc2c(c(=O)[nH]1)C(c1cccc(Cl)c1Cl)CC(=O)N2 (centres undefined)	5	-1.3	-14	.	.	.	-4	-2	2	-3
35	O=C(CCOc1ccccc1)Nc1cccc(S(=O)(=O)Nc2ccccc2Cl)c1	23	-0.4	-2	-1	2	-4	-1	6	-6	-3
36	Nc1nonc1-c1nc2ccccc2n1Cc1ccccc1	17	-1.3	-9	-5	-2	-7	4	-7	7	3
37	COc1ccc(OCC(=O)Nc2ccc(N3CCOCC3)c(Cl)c2)cc1	9	-0.8	-9	-4	1	-5	3	42	-42	-4
38	CC1CCCCN1C(=O)c1ccccc1OC1CCN(S(C)(=O)=O)CC1 (centres undefined)	0	-0.4	-20	-2	-1	-4	2	-15	15	-7
39	CCCOc1cccc(C(=O)NC(=S)Nc2ccccc2)c1	1	-1.0	-6	-22	4	7	-4	-20	20	-2
40	COC(=O)C1=C(C)NC(=O)NC1c1ccc2ccccc2c1 (centres undefined)	-1	0.8	-5	3	-5	-2	-5	1	-1	-8
41	CCCCCn1c(N)c(-c2nc3ccccc3s2)c2c([N+](=O)[O-])nn(CC)c(=O)c21	25	0.2	2	1	1	-4	-4	83*	-83	-2
42	Cc1oc(-c2cccc(Cl)c2)nc1CS(=O)(=O)CC(=O)NCCCN1CCOCC1	-3	0.3	-18	0	-9	-7	.	-16	16	1
43	CCOC(=O)c1c(C)n(-c2ccccc2)c2ccc(OCCN(C)C)cc12	16	-0.4	-11	-6	-5	-4	19	-33	33	-2
44	O=C(OCCC1Oc2cccnc2NC1=O)c1ccc(F)cc1 (centres undefined)	12	-0.3	1	1	-10	-3	-5	-25	25	-5
45	CCCCn1c(N)c(N(CCOC)C(=O)c2cnccn2)c(=O)[nH]c1=O	-8	-1.1	-18	1	-13	-9	1	3	-3	0
46	CN(C)c1nc(N)nc(CSc2nnnn2C)n1	26	-0.5	3	-3	4	2	0	-14	14	-5
47	CCCCCC(=O)Nc1nnn(CCC)n1	20	-0.5	0	-4	2	-4	4	-15	15	-3
48	COCCOC(=O)c1[nH]c2c(c1C)C(=O)CC(c1ccc(OC)c(OC)c1)C2 (centres undefined)	12	-0.1	1	1	-8	5	4	35	-35	-1
49	Oc1ccc2cccnc2c1	6	6.4	19	1	-8	-11	-1	-39	39	3
50	Cc1ccc(Sc2ncccc2C(=O)NCc2cc([N+](=O)[O-])ccc2O)c(C)c1	-3	-1.3	-17	1	1	-2	23	-2	2	5

# The results go on:
cpd	canonical_smiles	Arrestin-AP2 inh	C-LANA FP	PvdQ inh	DAGLB inhibitor	PKA-R2B activ	RTF Ca sens inh	NSD2 HMT inh	SR-BI HDL uptake	SR-BI DiI-HDL act	Keap1-Nrf2 PPI
51	COCCn1c(C(C)C)nc2oc3ccccc3c(=O)c2c1=O	16	1.4	-1	0	-3	-8	-4	-8	8	-3
52	CCOc1ccc(-n2c(-c3ccc(OC)cc3)c[n+]3c2CCCCC3)cc1	6	-0.4	4	0	-5	-3	-2	-23	23	-6
53	CN(Cc1ccc(C(F)(F)F)cc1)C(=O)c1ccc(Oc2ccccc2)cc1	16	0.5	-14	-10	3	-6	-3	-2	2	7
54	CCOC(=O)c1c(-c2ccc(C)cc2)csc1NC(=O)C1CC=CCC1C(=O)O (centres undefined)	-6	-0.5	8	-3	-2	-2	.	.	.	5
55	OC(COc1c(F)cc(Br)cc1F)CN1CCOCC1 (centres undefined)	7	3.5	-6	0	1	-8	-2	5	-5	0
56	CCOc1ccccc1NC(=O)CSc1nc2nc(-c3cccs3)cc(C(F)(F)F)c2c(=O)[nH]1	4	0.9	8	14	-8	-2	84*	.	.	-5
57	CN(C1=NC(=O)C(CC(=O)Nc2ccc(Br)cc2)S1)c1ccc(O)cc1 (centres undefined)	7	1.5	-5	3	6	-4	2	6	-6	1
58	Cc1cc(NC(=O)CCC(=O)N(c2ccccc2)C(C(=O)NC2CCCC2)c2ccccc2F)no1 (centres undefined)	7	-0.4	-9	-2	13	-8	2	13	-13	-1
59	Cc1cc2c(c(=O)n1CCN(C)C)C(c1ccc(Cl)cc1)C(C#N)=C(N)O2 (centres undefined)	-3	0.7	-6	-2	-6	-4	-2	4	-4	-2
60	Cn1c(NC(=O)/C=C/c2ccccc2)cc(=O)n(C)c1=O	-6	-1.0	-10	-1	-7	-8	0	-16	16	-3
61	CCN1CCc2c(sc(NC(=O)c3ccc(S(=O)(=O)N(C)c4ccccc4)cc3)c2C(=O)NC)C1	37	0.4	-4	-11	3	-44	.	18	-18	-1
62	C=CCc1ccc(OCc2ccc(C(=O)O)o2)c(OC)c1	12	1.3	-19	0	-2	-12	1	-13	13	-2
63	Cc1ccc(S(=O)(=O)N2[C@@H](c3ccccc3F)C(C(=O)O)=CC[C@H]2c2ccc3c(c2)OCO3)cc1	-4	0.5	-16	2	-3	0	.	-19	19	-2
64	COc1ccc(NC(=O)NC(C)c2ccncc2)cc1OC (centres undefined)	32	1.3	0	3	7	-9	0	-17	17	-2
65	O=C(O)CC(CC(=O)O)n1cccc1	-6	3.6	-21	-1	-13	1	-2	5	-5	-1
66	O=C(NCc1nc2ccccc2[nH]1)C1=C[C@@H](C2CCCCC2)C[C@@H](OCc2ccc(CO)cc2)O1	4	-1.0	3	-5	-3	-1	.	-19	19	-4
67	CCCN(CC(=O)Nc1cc(C)on1)S(=O)(=O)c1cccc(C(F)(F)F)c1	-1	.	-11	2	1	-4	1	6	-6	.
